PTHR1 agonist – qHTS for PTHR1 Agonists: Primary Screen | Parathyroid hormone/parathyroid hormone-related peptide receptor (Homo sapiens), Q03431 | HEK293 GP2 PTHR1 cells, GloSensor cAMP luminescence, 1 h | Potency, µM (titrated, usually from 115 µM), inactives show top-dose activation, usual class: activators | 410,000 compounds, 0.075% hits; also: potency is read from the fitted curve at half-maximal effect; nearly all actives have a fitted effect of over 55% in size; some results filed as inactive show a strong effect at the top dose; inactives centre near -15; many of its hits are not listed in these tables
Target sequence (Q03431 whole entry, looked up): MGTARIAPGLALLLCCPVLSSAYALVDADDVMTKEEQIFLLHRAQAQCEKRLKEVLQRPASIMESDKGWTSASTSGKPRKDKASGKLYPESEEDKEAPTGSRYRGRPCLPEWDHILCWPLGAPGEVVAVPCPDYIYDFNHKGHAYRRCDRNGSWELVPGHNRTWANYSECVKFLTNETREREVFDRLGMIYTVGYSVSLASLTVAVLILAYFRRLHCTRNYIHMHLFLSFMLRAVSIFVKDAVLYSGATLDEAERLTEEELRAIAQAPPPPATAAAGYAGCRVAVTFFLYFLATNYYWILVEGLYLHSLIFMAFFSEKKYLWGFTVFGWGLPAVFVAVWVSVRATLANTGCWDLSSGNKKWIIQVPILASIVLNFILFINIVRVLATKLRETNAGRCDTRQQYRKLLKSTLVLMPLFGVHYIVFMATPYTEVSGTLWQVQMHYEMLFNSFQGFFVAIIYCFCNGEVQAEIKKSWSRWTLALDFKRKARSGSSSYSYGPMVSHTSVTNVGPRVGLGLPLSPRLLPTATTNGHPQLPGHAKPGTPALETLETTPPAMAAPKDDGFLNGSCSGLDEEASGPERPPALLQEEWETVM
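HEK-293-derived GP2 cells expressing PTHR1 and a GloSensor cAMP reporter, 3,000/well, plated overnight, given luciferin plus IBMX (each 0.5 mM as added) for 1 h at 37 °C, then compound for 1 h at 37 °C. Luminescence was read after 15 min at room temperature.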
TDP-43 yeast inh – qHTS of TDP-43 Inhibitors; TDP-43 expressing yeast growth rescue, BacTiter-Glo, 24 h; Potency, µM (titrated, usually from 46.1 µM), for the others: at the highest dose growth rescue (activation), most hits filed as activators; 410,000 compounds, 1.8% hits; also: potency is read from the fitted curve at half-maximal effect; % of control where 0% means no effect; nearly all actives have a fitted effect of over 50% in size
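In this qHTS, compounds that restore growth of yeast expressing TDP-43 appear as activators. Cells (OD600=0.02, galactose medium, raffinose-pregrown) are incubated with compound 24 hr at 30 deg C and growth is quantified by BacTiter-Glo.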
GLP-1R agonist – qHTS of GLP-1 Receptor Agonists. Glucagon-like peptide 1 receptor (Homo sapiens), P43220. HEK293 GLP-1R CRE-luciferase, luminescence, 4-6 h; cells express a hypersensitive GLP-1R form. Potency, µM (highest dose often 45.6 µM), without a hit: at the top dose activation, usual class: activators. 380,000 compounds, 0.007% hits; also: potency is read from the fitted curve at half-maximal effect; % of control where 0% means no effect
GLP1R inv ag – qHTS of GLP-1 Receptor Inverse Agonists (Inhibition Mode); Glucagon-like peptide 1 receptor (Homo sapiens), P43220; HEK293 GLP-1R CRE-luciferase, luminescence, 24 h; GLP-1R form is constitutively active; Potency, µM (titrated, usually from 38.3 µM), without a hit: at the top dose activity change, negative = inhibition, most hits filed as inhibitors; 410,000 compounds, 1.6% hits; also: potency is read from the fitted curve at half-maximal effect; % is scaled to controls: 0 for no effect and ±100 for the full control effect; nearly all actives have a fitted effect of over 55% in size
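Inverse agonists were sought by their lowering of basal cAMP reporter luciferase output in HEK293 cells stably carrying constitutively active human GLP-1R, after 24 h compound treatment.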
DRD3 antagonist – qHTS of D3 Dopamine Receptor Antagonist: qHTS; D(3) dopamine receptor (Homo sapiens), P35462; D3R cells, DiscoveRx beta-arrestin luminescence, antagonist mode; stronger effect = lower value; max response, negative = inhibition, %; 360,000 compounds, 2.5% hits; in the data active = max response below about -50%; inconclusive = no clear call, values can overlap the other calls; also: % is scaled to controls: 0 for no effect and ±100 for the full control effect; mostly tested at two doses, the higher about 12 µM
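Cells expressing the human receptor were seeded at 1500 cells/well, incubated overnight at 37 degrees C in 5% CO2, then exposed to library compounds with dopamine controls for 90 minutes at 37 degrees C before luminescent detection.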
Abeta rescue – qHTS for compounds that reverse cellular toxicity of Amyloid beta (A-beta) peptide in yeast: Primary Screen. Potency, µM (top dose mostly 46.1 µM), inactives show top-dose growth rescue, usual class: activators. yeast expressing A-beta42, growth rescue, OD600, 48 h; response scale: 0% DMSO, 100% iron-clioquinol control. 410,000 compounds, 0.063% hits. AID 1347071, 2019; also: potency is read from the fitted curve at half-maximal effect; nearly all actives have a fitted effect of over 55% in size
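Yeast A-beta toxicity model in growth medium with pinned compounds, 48 h at 30 C; growth read as absorbance at 600 nm. Normalized to FeCl3/clioquinol equimolar mix (positive) and DMSO (negative).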
FUS yeast rescue – qHTS for Suppressors of FUS Proteinopathy: Primary screen using FUS-linked yeast assay | S. cerevisiae FUS-expressing, growth rescue, OD600, 24 h | Potency, µM (doses to about 76.6 µM), inactives show top-dose growth rescue (activation), most hits filed as activators | 390,000 compounds, 0.24% hits | AID 1347120, 2019;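 also: potency is read from the fitted curve at half-maximal effect; plate controls were DMSO vehicle for no effect and reference control for full effect; nearly all actives have a fitted effect of over 55% in size; some results filed as inactive show a strong effect at the top dose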
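Read-out: OD at 600 nm after 24hr at 30C, reporting rescue of FUS-induced yeast toxicity. Cells at OD 0.005 in galactose (2%) minimal medium; compounds tested in a dilution series; CP55940 titration from 92uM final as control.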
pAkt inh – HTS Assay for Inhibitors of Akt Phophorylation: Primary Screen; 360,000 compounds, 0.32% hits; Neuro2A IGF-stimulated pAkt S473 HTRF, 20 min; stronger effect = lower value; AID 651550, 2012; activity change, % for hits at 50 µM; in the data active = activity change below about -80%; inconclusive = mostly about -51% to -80%; also: % is scaled to controls: 0 for no effect and ±100 for the full control effect
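Neuro2A cells (4,500/well, DMEM with 0.5% FBS) were treated with compound at a single 50 µM final concentration, stimulated with 6 nM IGF for 20 min at 37 °C, and lysed. Phospho-Akt Ser473 was read by HTRF as 665/615 ratio ×10^4.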
aSyn rescue – qHTS of alpha-syn Inhibitors; 370,000 compounds, 0.14% hits; Yeast expressing alpha-synuclein, growth rescue, BacTiter-Glo, 24 h; Potency, µM (doses to about 46.1 µM), without a hit: top-dose growth rescue (activation), hits mostly activators; AID 652106, 2013; also: potency is read from the fitted curve at half-maximal effect; % of control where 0% means no effect; nearly all actives have a fitted effect of over 65% in size
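Rescue of yeast growth: cells expressing toxic alpha-synuclein, induced in galactose at OD600 0.02, incubated with compound 24 h at 30 C. ATP luminescence quantified growth; inhibitors of toxicity appear as activators.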
Starred values were filed as active, the others as inactive; i = inactive; ? = inconclusive; . = no result given; [ ] = another dose, or the depositor's remark. Unless noted, calls follow the shape of the dose curve; as a rule, active = well fitted curve in the direction sought with a large enough effect; inconclusive = small, poorly fitted or top-dose-only effect, or another doubt; inactive = no such curve, though single readings can be large; an effect the other way counts as inactive or inconclusive. Not all compounds are listed, so the mix of outcomes need not match the whole.

No.	compound	PTHR1 agonist	TDP-43 yeast inh	GLP-1R agonist	GLP1R inv ag	DRD3 antagonist	Abeta rescue	FUS yeast rescue	pAkt inh	aSyn rescue
1	CN(C)c1cccc(CNC(=O)c2csc([C@@H]3O[C@H](CO)[C@H](O)[C@H](O)[C@H]3O)n2)c1	-28%	17%	-3%	-12%	-13	-3%	0%	i	-2%
2	CC(C)c1nnc(NC(=O)CCC(=O)N2CCN(Cc3ccccc3)CC2)s1	i	2%	2%	1%	8	4%	5%	i	-7%
3	Cc1ccc(S(=O)(=O)n2ccc(=O)[nH]2)cc1	-15%	10%	2%	15%	-20	4%	-17%	i	0%
4	CCCNC(=O)CSc1nc2ccc(OCC)cc2s1	-12%	4%	-5%	27%	-2	-1%	-29%	i	0%
5	Cc1ccc([N+](=O)[O-])cc1NC(=O)C(Sc1ccccc1)c1ccccc1 (configuration not stated)	i	5%	-13%	-1%	-15	3%	-8%	i	3%
6	CCC1CCCCN1CCCNC(=O)Cn1nc(-c2ccccc2)ccc1=O (configuration not stated)	i	-7%	-1%	0%	-19	-4%	-7%	i	-3%
7	COc1ccc(Cl)cc1N/C(N)=N/c1nc(C)cc(C)n1	i	-4%	9%	2%	-22	29%	14%	i	5%
8	Cc1ccc(C2=NN(C(=S)Nc3ccccc3)C(c3ccco3)C2)cc1 (configuration not stated)	-7%[57.5 µM]	10%	-9%	0%	8	-7%	29%	i	1%
9	COC(=O)c1sccc1NC(=O)Nc1cccc(OC)c1	-27%	?	10%	16%	0	-4%	6%	i	-17%
10	COc1cc(CNc2ncnc3c2ncn3[C@H]2CN(Cc3cccc4ccccc34)C[C@@H](CO)O2)cc(OC)c1OC	-6%	1%	2%	?	-2	0%	28µM*	i	3%
11	Cc1ccccc1OCC(=O)OCC(=O)NCc1ccco1	-22%	13%	-14%	0%	3	13%	-10%	i	5%
12	COCCCNC(=S)NNC(=O)c1ccccn1	i	7%	-1%	12%	4	-25%	-2%	i	4%
13	CCC(c1nnnn1C1CCCCC1)N1CCN(C(=O)c2ccco2)CC1 (configuration not stated)	-23%	-17%	0%	13%	5	-10%	-5%	i	2%
14	CCOC(=O)c1cnc(NCc2ccc(Cl)cc2)c2ccccc12	-80%[inhibitor]	?	.	?	.	?	31%	.	.
15	Cc1ccc(-n2nnnc2-c2cnn(-c3ccc(F)cc3)c2C(F)(F)F)cc1	-23%	?	-3%	6%	-4	10%	6%	i	3%
16	CC(C)COC(=S)Nc1ccccc1	-12%[57.5 µM]	17%	12%	-4%	0	31%	11%	-108%*	-4%
17	COC(=O)C1=C(C)N(c2ccc(F)cc2)/C(=C/c2ccc(O)cc2)C1=O	-35%[inhibitor]	8%	-1%	-7%	10	-9%	-6%	i	1%
18	Cc1ccc(/C=C2\CCC3=C2OC(N)=C(C#N)C3c2ccc(C)cc2)cc1 (configuration not stated)	i	8%	-7%	?	3	-18%	?	i	3%
19	Cc1ccc(/C=N/n2nnnc2N)cc1	-4%	-10%	0%	12%	2	2%	-7%	i	-9%
20	O=C(C[n+]1ccc(C(=O)NCc2ccccc2)cc1)c1ccc2c(c1)OCCO2	-2%	-20%	-1%	-14%[0.307 µM]	-7	7%	40%	i	-8%
21	CCCC[C@@H]1C=C(C(=O)O)[C@H](c2ccc(C#N)cc2)N1S(=O)(=O)c1ccc(C)cc1	i	13%	0%	-9%	3	6%	-9%	i	1%
22	O=C(CCN1C(=O)S/C(=C\C=C\c2ccccc2)C1=O)Nc1ccc(O)cc1	i	12%	0%	10%	10	-10%	-17%	.	-2%

Among those listed so far, 2 contain a cyano group.
No.	compound	PTHR1 agonist	TDP-43 yeast inh	GLP-1R agonist	GLP1R inv ag	DRD3 antagonist	Abeta rescue	FUS yeast rescue	pAkt inh	aSyn rescue
18	Cc1ccc(/C=C2\CCC3=C2OC(N)=C(C#N)C3c2ccc(C)cc2)cc1 (configuration not stated)	i	8%	-7%	?	3	-18%	?	i	3%
21	CCCC[C@@H]1C=C(C(=O)O)[C@H](c2ccc(C#N)cc2)N1S(=O)(=O)c1ccc(C)cc1	i	13%	0%	-9%	3	6%	-9%	i	1%

From compound 17 as far as 19, as listed above:
No.	compound	PTHR1 agonist	TDP-43 yeast inh	GLP-1R agonist	GLP1R inv ag	DRD3 antagonist	Abeta rescue	FUS yeast rescue	pAkt inh	aSyn rescue
17	COC(=O)C1=C(C)N(c2ccc(F)cc2)/C(=C/c2ccc(O)cc2)C1=O	-35%[inhibitor]	8%	-1%	-7%	10	-9%	-6%	i	1%
18	Cc1ccc(/C=C2\CCC3=C2OC(N)=C(C#N)C3c2ccc(C)cc2)cc1 (configuration not stated)	i	8%	-7%	?	3	-18%	?	i	3%
19	Cc1ccc(/C=N/n2nnnc2N)cc1	-4%	-10%	0%	12%	2	2%	-7%	i	-9%

Source: PubChem BioAssay (National Center for Advancing Translational Sciences (NCATS))
